Screening results (PubChem BioAssay)
HCMV inh: human cytomegalovirus inhibition | 410,000 tested, 4.5% active | activity change, negative = inhibition, % at 57.5 µM | HFF cells, HCMV-luciferase reporter, 72 h; hits give low values; in the data active = activity change below about -60%; inconclusive = no clear call, values can overlap the other calls; inactive = above about -39%
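HFF cells seeded 16 h at 37C, treated with compounds, infected with luciferase-reporter HCMV at MOI 1 PFU/cell; luciferase read at 72 h post infection, normalized to buffer-only and Salinomycin controls.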
Tb PYK inh: blocks Trypanosoma brucei pyruvate kinase; 410,000 tested, 0.12% active; Potency, µM (series often up to 76.8 µM), for the others: at the highest dose activity, negative = inhibition, most hits filed as inhibitors; AID 624173; Q57TT1; TbPYK enzyme, Kinase-Glo Plus ATP luminescence, 45 min; note: potency is the fitted concentration of half-maximal effect; nearly all actives have a fitted effect of over 50% in size
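Enzyme and substrate buffer are dispensed first and compound is pin-transferred. ADP at 130 uM final then starts the reaction, which runs 45 min at room temperature. Detection reagent is added for 10 min before luminescence is imaged.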
AmpC inh no detg: blocks E. coli AmpC beta-lactamase in detergent-free assay | P00811 | AmpC nitrocefin hydrolysis, absorbance 480 nm, 0.0001% Triton | Potency, µM (series often up to 57.1 µM), without a hit: at the top dose activity change, negative = inhibition, actives largely listed as inhibitors | 330,000 tested, 0.52% active;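 note: potency is the fitted concentration of half-maximal effect; plate controls were no compound for no effect and no enzyme for full effect; nearly all actives have a fitted effect of over 20% in size; some results filed as inactive show a strong effect at the top dose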
Target sequence (P00811 whole entry, looked up): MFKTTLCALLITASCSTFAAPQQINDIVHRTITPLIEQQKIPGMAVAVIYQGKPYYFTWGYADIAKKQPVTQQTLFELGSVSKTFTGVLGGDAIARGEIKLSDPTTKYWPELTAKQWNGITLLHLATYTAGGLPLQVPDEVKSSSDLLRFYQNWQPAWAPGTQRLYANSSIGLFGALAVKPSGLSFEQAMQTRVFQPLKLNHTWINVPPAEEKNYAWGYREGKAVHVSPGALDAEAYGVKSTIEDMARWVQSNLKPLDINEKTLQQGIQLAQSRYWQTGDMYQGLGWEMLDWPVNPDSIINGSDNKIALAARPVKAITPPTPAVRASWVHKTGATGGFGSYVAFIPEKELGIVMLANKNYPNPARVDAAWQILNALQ
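20 mM phosphate pH 7.0 + 0.01% (detergent screen) or 0.0001% Triton X-100; 5.3 nM AmpC reagent; cpd preinc 15 min RT; nitrocefin (800 uM stock) to start; A480 q20 s × 4 min; Activity was normalised to no-enzyme and no-compound control wells.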
LmPK inhibitor: inhibitors of Leishmania mexicana pyruvate kinase; 290,000 tested, 0.37% active; Q27686; purified LmPK, Kinase-Glo ATP luminescence, 1 h; AID 1721; Potency, µM (highest dose often 57.5 µM), for inactives: at the highest dose activity change, negative = inhibition, usual class: inhibitors; note: potency is the fitted concentration of half-maximal effect
Target sequence (Q27686 whole entry, looked up): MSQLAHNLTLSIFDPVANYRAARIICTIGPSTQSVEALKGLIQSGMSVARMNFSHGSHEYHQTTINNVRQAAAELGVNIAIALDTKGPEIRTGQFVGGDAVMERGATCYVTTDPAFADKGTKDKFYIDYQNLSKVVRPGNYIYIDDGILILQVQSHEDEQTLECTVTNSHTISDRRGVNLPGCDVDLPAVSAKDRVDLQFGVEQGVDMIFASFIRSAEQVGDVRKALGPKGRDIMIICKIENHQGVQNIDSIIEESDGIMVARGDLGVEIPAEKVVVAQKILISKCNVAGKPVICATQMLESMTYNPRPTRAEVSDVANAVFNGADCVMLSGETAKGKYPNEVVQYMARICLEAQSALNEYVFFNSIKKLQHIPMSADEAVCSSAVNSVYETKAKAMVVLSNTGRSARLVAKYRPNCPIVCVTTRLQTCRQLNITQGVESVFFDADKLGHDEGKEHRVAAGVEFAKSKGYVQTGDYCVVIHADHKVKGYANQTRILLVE
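In 50 mM imidazole pH 7.2 with 7 mM MgCl2, LmPK (0.1 nM) turned over PEP (0.5 mM) and ADP (0.1 mM) for 1 h at room temperature. Luciferase read-out of ATP.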
AMA1 RON2 block: inhibitors of Plasmodium falciparum AMA1-RON2 interaction; AlphaScreen AMA1-biotinylated RON2 peptide binding; Potency, µM (highest dose often 58.2 µM), inactives show top-dose activity change, negative = inhibition, usual class: inhibitors; 360,000 tested, 0.2% active; AID 720542;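 note: potency is the fitted concentration of half-maximal effect; 0% = vehicle wells and -100% = peptide control; nearly all actives have a fitted effect of over 45% in size; some results filed as inactive show a strong effect at the top dose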
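AMA1 (3D7) with his tag at 25 nM final met compounds first, then biotinylated RON2 peptide at 25 nM; detection used donor plus acceptor beads, 10 µg/mL apiece, read by AlphaScreen after 30 min at room temperature.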
Sm TGR block: inhibitors of Schistosoma mansoni thioredoxin glutathione reductase. purified TGR, DTNB reduction, TNB absorbance 405 nm. Potency, µM (series often up to 114 µM), for inactives: at the top dose activity change, negative = inhibition, hits mostly inhibitors. 360,000 tested, 3% active. Q962Y6; note: potency is the fitted concentration of half-maximal effect; nearly all actives have a fitted effect of over 60% in size
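Kinetic colorimetric format: TGR-catalysed, NADPH-driven DTNB reduction monitored via TNB absorbance. Enzyme dispensed at 20 nM; compound exposure 15 min at room temperature before reaction start.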
AmpC detergent: inhibitors of E. coli AmpC beta-lactamase with detergent | AmpC hydrolysis of nitrocefin, absorbance 480 nm, 0.01% Triton | Potency, µM (top dose mostly 114 µM), without a hit: at the highest dose activity change, negative = inhibition, actives largely listed as inhibitors | AID 485294 | 370,000 tested, 0.041% active;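 note: potency is the fitted concentration of half-maximal effect; 0% = no-compound wells and -100% = no-enzyme wells; nearly all actives have a fitted effect of over 25% in size; some results filed as inactive show a strong effect at the top dose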
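AmpC (5.3 nM in the dispensed reagent) in 20 mM phosphate pH 7.0 with 0.01% (detergent screen) or 0.0001% Triton X-100 was preincubated with compounds for 15 min at room temperature. Nitrocefin was then added from an 800 uM solution, and hydrolysis was followed at 480 nm.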
Active calls of the source: *; u = inconclusive; x = not tested or not shown; & = joins results of further samples; [ ] = dose if it differs, or a comment. Unless noted, calls come from the whole dose curve; as a rule, active = well fitted curve in the direction sought with a large enough effect; inconclusive = small, poorly fitted or top-dose-only effect, or another doubt; inactive = no such curve, though single readings can be large; an effect the other way counts as inactive or inconclusive. Unless noted, % is set by controls: 0 for no effect and ±100 for the full control effect.

1	COc1ccc(CCN=C(N)NS(=O)(=O)c2ccc(OC)cc2)cc1
2	CCCCn1c(N)c(N(CC(C)C)C(=O)c2ccc(Br)o2)c(=O)[nH]c1=O
3	CCC(=O)NC1(C(F)(F)F)C(=O)Nc2c1c(=O)[nH]c(=O)n2CC(C)C (stereo not drawn)
4	Cc1ccc(C)c(NC(=O)CN(C)C(=O)c2ccc3ncsc3c2)c1
5	CCCCN(CC)C(=O)Cn1cnc2sc(C)c(S(=O)(=O)N3CCC(C)CC3)c2c1=O
6	Cc1ccc(-c2ccc(CN3C(C(C)C)C(=O)N(Cc4cn(CCC5OCCCO5)nn4)CCS3(=O)=O)cc2)cc1 (stereo not drawn)
7	O=C(Nc1nccs1)c1cncc(Br)c1
8	O=C(NCCc1ccccc1)C(=O)NCC1OCCN1S(=O)(=O)c1ccc(Cl)cc1 (stereo not drawn)

Assay by compound | 1 | 2 | 3 | 4 | 5 | 6 | 7 | 8
HCMV inh | -8 | -19 | 8 | -12 | 18 | -12 | 73 | -15
Tb PYK inh | -12% | -1% | 3% | 7% | 3% | 5% | -4% | 4%
AmpC inh no detg | -22% | -31% | 0% | -18% | 64%[activator] | x | -32% | 1%
LmPK inhibitor | -3% | x | -1% | x | -5% | x | -5% | 3%
AMA1 RON2 block | -10%[11.6 µM] | -2% | 0% | -24% | 0% | 10% | 87%[activator] | -18%
Sm TGR block | -4% | -5% | 12% | -3% | 4% | x | -17% | 2%
AmpC detergent | -6% | 0% | -12% | 0% | -2% | x | 5% | -9%

9	Cc1cc(C)c(CNC(=O)c2cc(C3CC3)nc3c2cnn3C(C)C)c(=O)[nH]1
10	O=C(NCC1CCCO1)C(=O)NCC(c1ccco1)N1CCN(c2ccccc2F)CC1 (stereo not drawn)
11	CN(C)S(=O)(=O)c1ccc(C(=O)Nc2ccccn2)cc1
12	Cc1ccc(-n2c(/C=C/c3c(C)n(C)c4ccccc34)nc3ccccc3c2=O)cc1
13	Cn1cccc1C(=O)N/N=C/c1c(Cl)cccc1Cl
14	CCCc1cc2c(=O)c(-c3cscn3)c(C(=O)OCC)oc2cc1O
15	Cc1cc(=O)n2[nH]c(SCc3ccccc3Cl)nc2n1
16	CC(=O)NC1=NN(C(C)=O)C(C)(c2ccc3ccccc3c2)S1 (stereo not drawn)

Assay by compound | 9 | 10 | 11 | 12 | 13 | 14 | 15 | 16
HCMV inh | -5 | -31 | 56 | -2 | 33 | -27 | u | 40
Tb PYK inh | 0% | -4% | -5% | 1% | -6% | 1% | 3% | -11%
AmpC inh no detg | 35% | 83%[activator] | -10% | x | -12% | 27% | -16% | 16%
LmPK inhibitor | x | 6% | -5% | x | -22% | 2% | 3% | 1%
AMA1 RON2 block | -4% | -2% | 6% | x | 0% | -4% | -2% | 0%
Sm TGR block | -12% | 1% | 0% | 5% | 8% | 3% | 71%[activator] | 3%
AmpC detergent | -8% | 1% | u | 13% | -12% | -5% | u | 0%

17	CCc1nn(CC(=O)NC(C)c2ccccc2)c(=O)c2cc3sccc3n12 (stereo not drawn)
18	Cn1c(=O)oc2cc(S(=O)(=O)Nc3ccc4c(c3)OCO4)ccc21
19	Cc1nn(-c2ccccc2)c2nc(N)c(C(N)=O)cc12
20	Clc1ccccc1CN1CCSCC1
21	Cc1ccc(S(=O)(=O)C(CNS(=O)(=O)c2cc(F)ccc2F)c2cccs2)cc1 (stereo not drawn)
22	COc1ccc(C(C)(O)c2nc(-c3cnc4ccccc4c3)cs2)cc1 (stereo not drawn)
23	O=C(NC(=S)Nc1cccc2c(O)cccc12)c1ccccc1[N+](=O)[O-]
24	O=C(O)CSc1nnnn1C1CCCCC1

Assay by compound | 17 | 18 | 19 | 20 | 21 | 22 | 23 | 24
HCMV inh | -9 | u | 77 | 64 | u | 1 | 14 | 2
Tb PYK inh | -1% | -3% | 1% | 14% | 0% | -5% | -3% | -18%
AmpC inh no detg | x | -12% | -13% | -7% | x | x | -35% | -13%
LmPK inhibitor | x | 3% | 0% | 0% | x | x | 1% | 1%
AMA1 RON2 block | x | 26% | -2% | u | x | -22% | 16% | 10%
Sm TGR block | 8% | -35% | 14% | 3% | u | x | -32% | 0%
AmpC detergent | 21% | -4% | -19% | -17% | -7% | x | -7% | 3%

25	COc1cc(NC(=O)c2[nH]c(C)c(C(C)=O)c2C)cc(OC)c1OC
26	Cc1noc(C)c1CSc1nc2sc(C)c(C)c2c(=O)n1C1CCCC1
27	COC(=O)c1ccccc1NC(=O)CSc1nc2sc3c(c2c(=O)[nH]1)CCCC3
28	c1ccc(COC2CCCN(Cc3nc(-c4cnccn4)no3)C2)cc1 (stereo not drawn)
29	O=C(O)C1CC(=O)N(c2ccc(F)c(F)c2)C1 (stereo not drawn)
30	COc1ccc(-c2csc3nc(C(C)C)oc(=O)c23)cc1OC
31	Cc1nnc(NCc2ccc(F)cc2)c2c1nnn2Cc1ccccc1Cl
32	O=C(Nc1ccccc1)C1CCCCN1S(=O)(=O)c1ccccc1 (stereo not drawn)

Assay by compound | 25 | 26 | 27 | 28 | 29 | 30 | 31 | 32
HCMV inh | 50 | 16 | 32 | 50 | 30 | -38 | 21 | -20
Tb PYK inh | -6% | x | -33% | 0% | -2% | 0% | -2% | -2%
AmpC inh no detg | -30% | -18% | x | -8% | -7% | -17% | x | -26%
LmPK inhibitor | 1% | 2% | x | -10% | -3% | 3% | x | 5%
AMA1 RON2 block | 0% | -17% | x | -1% | 1% | 7% | x | -7%
Sm TGR block | -8% | 5% | 4% | 1% | -2% | x | 2% | 0%
AmpC detergent | u | 13% | 0% | 1% | 2% | -1% | 22% | -15%

Entries listed so far that contain a Cl atom, in the order listed:
8	O=C(NCCc1ccccc1)C(=O)NCC1OCCN1S(=O)(=O)c1ccc(Cl)cc1 (stereo not drawn)
13	Cn1cccc1C(=O)N/N=C/c1c(Cl)cccc1Cl
15	Cc1cc(=O)n2[nH]c(SCc3ccccc3Cl)nc2n1
20	Clc1ccccc1CN1CCSCC1
31	Cc1nnc(NCc2ccc(F)cc2)c2c1nnn2Cc1ccccc1Cl

Assay by compound | 8 | 13 | 15 | 20 | 31
HCMV inh | -15 | 33 | u | 64 | 21
Tb PYK inh | 4% | -6% | 3% | 14% | -2%
AmpC inh no detg | 1% | -12% | -16% | -7% | x
LmPK inhibitor | 3% | -22% | 3% | 0% | x
AMA1 RON2 block | -18% | 0% | -2% | u | x
Sm TGR block | 2% | 8% | 71%[activator] | 3% | 2%
AmpC detergent | -9% | -12% | u | -17% | 22%

From entry 25 as far as 27, as listed above:
25	COc1cc(NC(=O)c2[nH]c(C)c(C(C)=O)c2C)cc(OC)c1OC
26	Cc1noc(C)c1CSc1nc2sc(C)c(C)c2c(=O)n1C1CCCC1
27	COC(=O)c1ccccc1NC(=O)CSc1nc2sc3c(c2c(=O)[nH]1)CCCC3

Assay by compound | 25 | 26 | 27
HCMV inh | 50 | 16 | 32
Tb PYK inh | -6% | x | -33%
AmpC inh no detg | -30% | -18% | x
LmPK inhibitor | 1% | 2% | x
AMA1 RON2 block | 0% | -17% | x
Sm TGR block | -8% | 5% | 4%
AmpC detergent | u | 13% | 0%

Following part:
33	Cc1ccc(S(=O)(=O)NC(=O)COc2ccccc2C)c(C)c1
34	CCCOC1CCCN(C(=O)c2cc(COc3ccc(F)c(F)c3)on2)C1 (stereo not drawn)
35	Cc1ccnc(NC(=O)c2ccc(C(=O)c3ccccc3)cc2)c1
36	CN1CCCC1CCNC1C2CC3CC(C2)CC1C3 (stereo not drawn)
37	O=C(NC[C@@H]1CCCO1)c1cccc2c1C(=O)c1ccc(Cl)cc1S2(=O)=O
38	CCN1CNC(=S)N(c2cccc(C)c2C)C1
39	CC(C)CC(=O)Nc1cc(C(F)(F)F)ccc1N1CCOCC1
40	CCNS(=O)(=O)c1ccc(CCC(=O)NCc2ccc3c(c2)OCO3)cc1

Assay by compound | 33 | 34 | 35 | 36 | 37 | 38 | 39 | 40
HCMV inh | 14 | 61 | 5 | -39 | 7 | -9 | 15 | 6
Tb PYK inh | 7% | 2% | -7% | 2% | -1% | -13% | 7% | -16%
AmpC inh no detg | -11% | 60% | -11% | -35% | -5% | -12% | 52% | -9%
LmPK inhibitor | 0% | 2% | x | 0% | x | -2% | 0% | 0%
AMA1 RON2 block | -15% | -6% | 19% | -6% | 3% | -2% | 19% | -2%
Sm TGR block | 4% | 0% | 9% | 5% | -30% | 5% | -2% | -24%
AmpC detergent | 3% | u | -1% | u | 4% | -9% | -4% | 2%

41	O=C(Nc1ccc(F)cc1)c1nc[nH]c1C(=O)O
42	Brc1nc(Br)n(Cc2ccccc2)n1
43	CC(C)CCC(C(=O)O)C(C)CC(=O)NNC(=O)c1ccco1 (stereo not drawn)
44	N=C(N1CCCc2ccccc21)N1CCCc2ccccc21
45	O=c1c(-c2ccc(Cl)cc2)c[nH]n1-c1ccccc1
46	COCCCn1c(N)c(-c2nc3ccccc3n2C)c2nc3ccccc3nc21
47	Cn1c(SCC(=O)N2CCCc3ccccc32)ncc(C(=O)Nc2ccccc2)c1=O
48	CCCCn1c(N)c(Sc2ccccc2)c(=O)[nH]c1=O

Assay by compound | 41 | 42 | 43 | 44 | 45 | 46 | 47 | 48
HCMV inh | 19 | -14 | 20&-12 | -33 | 14 | u | -13 | -3
Tb PYK inh | 20% | 1% | 1%&-18% | 5% | 5% | 4% | 3% | -1%
AmpC inh no detg | -9% | -10% | -6%&-14% | x | -29% | 197%[activator] | x | -11%
LmPK inhibitor | 0% | 2% | 1%&1% | x | -3% | 3% | x | 1%
AMA1 RON2 block | 14µM* | -15% | 22%&1% | -4% | -6% | 105%[activator] | x | -9%
Sm TGR block | -12% | 2% | 9% | x | 26% | -16% | -31% | 4%
AmpC detergent | -9% | -2% | 3%&-9% | x | 8% | 2% | 1% | 1%

49	CC(=O)OCC(=O)c1c[nH]c2ccccc12
50	CCN(CC)S(=O)(=O)c1ccc(OC)c(NC(=O)c2cc3c(=O)n4ccccc4nc3s2)c1
51	COC(=O)CSc1nc(C)c2c(n1)CCCC2
52	COc1ccc(-c2nsc(NC(=O)c3ccccc3Br)n2)cc1

Assay by compound | 49 | 50 | 51 | 52
HCMV inh | 58 | -3 | -12 | -4
Tb PYK inh | -3% | -2% | -3% | -4%
AmpC inh no detg | -12% | -23% | -7% | x
LmPK inhibitor | -3% | 1% | -5% | x
AMA1 RON2 block | -5% | -7%[11.6 µM] | 1% | x
Sm TGR block | 7% | -4% | x | 1%
AmpC detergent | -11% | -10% | -2% | 21%
